Screening results as filed in PubChem BioAssay.
proCasp3 act – activators of human procaspase-3; recombinant procaspase-3 D3A, Ac-DEVD-pNA absorbance 405 nm; 0.11% of 330,000 active; activation, % at 8.5 µM; P42574;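 active means activation above the mean of all tested compounds plus 3 SD, cut at about 21% in these data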;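 further: 0% = DMSO alone and 100% = DMSO wells spiked with extra 5 µM PC-3 D3A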
Target sequence (P42574 whole entry D9A/D28A/D175A): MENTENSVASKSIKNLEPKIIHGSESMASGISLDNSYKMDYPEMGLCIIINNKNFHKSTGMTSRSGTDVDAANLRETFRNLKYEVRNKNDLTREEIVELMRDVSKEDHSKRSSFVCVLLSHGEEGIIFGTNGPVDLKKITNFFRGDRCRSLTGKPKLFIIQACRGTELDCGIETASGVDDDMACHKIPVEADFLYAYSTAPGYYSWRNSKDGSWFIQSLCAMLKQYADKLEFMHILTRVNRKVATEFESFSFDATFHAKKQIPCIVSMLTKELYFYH
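material = Procaspase-3 D3A mutant | probe or stimulus = Ac-DEVD-pNA | compound = single dose, 8.5 µM nominal compound, 0.8% DMSO | timing = 1 h preincubation, 2 h reaction | measured by = 405 nm absorbance of p-nitroaniline, reads at 0 and 120 min | benchmarks = DMSO-only low control, 5 µM PC-3 D3A high control | repeats = singlicate, each compound tested once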
Fh CTSL1 inh – counter-screen for PFM18AAP inhibitors: inhibitors of F. hepatica cathepsin L1; recombinant F. hepatica cathepsin L1, Z-Leu-Arg-MCA fluorescence; inhibition, % at 5.96 µM; AID 1906; 0.49% of 300,000 active;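 active means inhibition above the mean of all tested compounds plus 3 SD, set per screening campaign, cut at about 17% in these data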;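 further: 0% = plate median of test compound wells and 100% = 1 µM Z-Phe-Ala-diazomethylketone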
PAFAH2 FP inh – PAFAH2 (human) inhibition; Q99487; recombinant PAFAH2, FP-rhodamine activity probe, fluorescence polarization; inhibition, % at 3.39 µM; 0.99% of 340,000 active; AID 492956;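 active means inhibition above the mean over all tested compounds plus 3 SD, cut at about 30% in these data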;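 further: inhibitors block probe labeling of enzyme so polarization drops; 0% = enzyme with DMSO and 100% = wells lacking PAFAH2 protein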
PP5 primary – inhibitors of human protein phosphatase 5 (PP5); P53041; purified PP5c, OMFP substrate fluorescence; inhibition, % at 6.7 µM; 0.18% of 320,000 active; AID 1987;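 active means inhibition above the campaign's mean inhibition across all tested compounds plus 3 SD, cut at about 9.5% in these data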;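 further: 0% = DMSO only and 100% = 100 µM cantharidin control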
Target sequence (P53041 whole entry, looked up): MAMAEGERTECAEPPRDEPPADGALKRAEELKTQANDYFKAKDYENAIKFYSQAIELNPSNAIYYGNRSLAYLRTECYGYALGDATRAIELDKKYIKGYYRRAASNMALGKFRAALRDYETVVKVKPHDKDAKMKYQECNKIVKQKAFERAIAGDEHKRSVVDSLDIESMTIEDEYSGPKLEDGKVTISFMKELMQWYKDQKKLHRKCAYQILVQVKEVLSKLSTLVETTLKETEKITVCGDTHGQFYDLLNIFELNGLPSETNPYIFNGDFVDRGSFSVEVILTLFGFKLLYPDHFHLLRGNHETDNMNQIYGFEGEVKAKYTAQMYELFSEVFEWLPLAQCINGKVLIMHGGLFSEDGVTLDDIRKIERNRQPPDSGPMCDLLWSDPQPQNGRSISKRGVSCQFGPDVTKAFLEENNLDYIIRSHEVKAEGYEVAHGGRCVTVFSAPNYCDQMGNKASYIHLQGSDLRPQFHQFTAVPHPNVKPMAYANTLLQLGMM
PP1 counter – blocks human PP1-alpha phosphatase, a PP5 counter-screen; P62136; purified PP1alpha, OMFP fluorescence; inhibition, % at 6.7 µM; 0.9% of 320,000 active; AID 2235;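 active means inhibition above the mean inhibition of all tested compounds plus 3 SD, computed separately for each screening campaign, cut at about 15% in these data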
procasp7 counter – counter-screen for procaspase-3 activators: activators of human procaspase-7. activation, % at 8.5 µM. P55210. AID 463210. recombinant procaspase-7, Ac-DEVD-pNA absorbance 405 nm; D23A/D198A/D206A triple mutant, cannot self-cleave; scale: DMSO 0, 5 µM enzyme 100. 0.093% of 330,000 active;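 active means percent activation above the screen-wide mean plus 3 SD, cut at about 25% in these data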
Target sequence (P55210 whole entry D23A/D198A/D206A): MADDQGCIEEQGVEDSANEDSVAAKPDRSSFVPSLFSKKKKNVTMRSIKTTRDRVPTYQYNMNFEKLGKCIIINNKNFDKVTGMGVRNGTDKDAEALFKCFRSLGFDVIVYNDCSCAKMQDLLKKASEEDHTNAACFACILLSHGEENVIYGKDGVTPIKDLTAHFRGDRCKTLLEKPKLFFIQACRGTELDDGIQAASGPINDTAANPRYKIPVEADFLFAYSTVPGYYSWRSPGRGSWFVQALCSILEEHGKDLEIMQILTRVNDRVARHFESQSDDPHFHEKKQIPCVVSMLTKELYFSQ
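Assay system: Uncleavable procaspase-7 mutant enzyme | Input: 2 µM procaspase-7 mutant as dispensed | Timing: 1 h compound preincubation, 2 h substrate cleavage, 25 °C | Repeats: One well per compound | Control set: DMSO wells as 0%, DMSO with 5 µM added PC-7 as 100% | Technique: Epi-absorbance of released pNA at 405 nm, two timepoints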
TPT1 inh – blocks Candida albicans tRNA 2'-phosphotransferase; inhibition, % at 5 µM; recombinant caTPT1, FP RNA substrate dephosphorylation; 0.81% of 300,000 active;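 active means inhibition above the mean of all tested compounds plus 3 SD, set per screening campaign, cut at about 24% in these data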;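 further: plate controls were DMSO alone for no effect and ferristatin control at 100 nM for full effect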
core dimer inh – blocks dimerization of HCV core protein; TR-FRET GST/Flag-core106 dimerization, 1536-well; inhibition, % at 5 µM; 0.33% of 300,000 active; AID 1899;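 active means inhibition above the mean of all tested compounds plus 3 SD, set per screening campaign, cut at about 45% in these data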
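System – GST-tagged and Flag-tagged HCV core protein residues 1-106 · Repeats – one well for each compound · Technique – TR-FRET 671 and 617 nm emission · Doses – one concentration, 5 µM, in 0.5% DMSO · Times – 4 h, 22.5 °C incubation · Also added – Eu donor and XL665 acceptor anti-tag antibodies · Measure – percent inhibition of core106 dimerization signal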
AHR act – activators of human aryl hydrocarbon receptor | AHR-responsive luciferase reporter cells, luminescence | 2.5% of 320,000 active | activation, % at 5 µM | P35869; in the data active means activation above about 47%;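 further: 0% = vehicle wells and 100% = reference agonist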
Starred values were filed as active, the others as inactive; . = not tested or not shown.

1: COc1ccc(OC)c(CN2CCN(S(=O)(=O)c3ccccc3)CC2)c1
2: CC(=O)N1CCN(c2ccc(NC(=O)c3ccc4c(c3)OCO4)cc2)CC1
3: COC(=O)c1ccccc1NC(=S)NC(=O)C1CC1
4: CCCCC(O)(CCCC)C(=O)NN(C(=O)c1cccnc1Cl)c1ccccc1
5: COc1ncnc2sc(-c3ccccc3)cc12
6: CCOC(=O)C1CCCN(C(=O)c2ccccc2NS(=O)(=O)c2ccc(F)cc2)C1 (stereo unspecified)

Assay by compound	1	2	3	4	5	6
proCasp3 act	-4	4	-7	5	7	-9
Fh CTSL1 inh	4	1	1	-4	0	.
PAFAH2 FP inh	11	-1	1	-4	7	1
PP5 primary	1.2	0.8	1.5	1.2	0.5	.
PP1 counter	0	-3	0	-5	2	.
procasp7 counter	-2	0	-11	8	8	12
TPT1 inh	-3	-2	-2	-4	1	.
core dimer inh	-1	-8	6	-3	-15	.
AHR act	8	-4	-2	-2	6	1

Pulled by structure from the list above (two):
5: COc1ncnc2sc(-c3ccccc3)cc12
6: CCOC(=O)C1CCCN(C(=O)c2ccccc2NS(=O)(=O)c2ccc(F)cc2)C1 (stereo unspecified)

Assay by compound	5	6
proCasp3 act	7	-9
Fh CTSL1 inh	0	.
PAFAH2 FP inh	7	1
PP5 primary	0.5	.
PP1 counter	2	.
procasp7 counter	8	12
TPT1 inh	1	.
core dimer inh	-15	.
AHR act	6	1

Later entries
7: CC(NC(=O)c1cccnc1)C(c1cccs1)N1CCOCC1 (stereo unspecified)
8: O=c1[nH]c(CN2CCN(CCO)CC2)nc2ccccc12
9: Cc1cc(Nc2cc(F)ccc2C)n2ncnc2n1
10: COc1ccc(S(=O)(=O)N2CCNC(=O)C2)cc1Br
11: O=C(C1CCN(S(=O)(=O)c2cccc3nsnc23)CC1)N1CCCCC1
12: CCOc1ccc(CN(CCO)CCO)cc1[N+](=O)[O-]

Assay by compound	7	8	9	10	11	12
proCasp3 act	0	3	4	-2	9	-1
Fh CTSL1 inh	1	-2	-3	3	-5	-3
PAFAH2 FP inh	-2	5	-2	-6	-2	-5
PP5 primary	1.4	1.5	0.9	-0.5	-0.7	2.3
PP1 counter	-4	-4	-2	-3	2	-1
procasp7 counter	0	12	2	2	6	4
TPT1 inh	-1	-1	-1	6	0	-2
core dimer inh	5	0	-5	2	-3	-3
AHR act	1	11	2	-1	-1	-2

13: CC(=O)c1ccc(NC(=O)CSc2nc3[nH]ncc3c(=O)[nH]2)cc1
14: COC(=O)C1=C(C(=O)OC)SC(=C2C(=S)C(C)(C)N(C(=O)CC(C)C)c3ccccc32)S1
15: COc1ccccc1NC(=O)C(=O)NCc1ccncc1
16: CCOc1ccc(CN2CCN(CCCc3ccccc3)C(CCO)C2)cc1 (stereo unspecified)
17: O=C(CNS(=O)(=O)c1ccccc1)N/N=C\c1ccc(Cl)cc1
18: Cc1ccc(-c2nnc(N3CCC(C)CC3)c3ccccc23)cc1C

Assay by compound	13	14	15	16	17	18
proCasp3 act	-5	0	12	-11	7	-1
Fh CTSL1 inh	-3	-2	-2	0	-3	1
PAFAH2 FP inh	-4	6	1	0	-5	4
PP5 primary	-2.1	-0.2	-0.2	-0.7	1.9	0.2
PP1 counter	-2	-7	-4	0	0	10
procasp7 counter	-7	-7	13	-7	8	1
TPT1 inh	0	-4	0	2	0	-1
core dimer inh	0	4	-1	4	-10	13
AHR act	1	0	27	0	9	2

In a second layout: results already given.
Every second line gives: proCasp3 act, Fh CTSL1 inh, PAFAH2 FP inh, PP5 primary, PP1 counter, procasp7 counter, TPT1 inh, core dimer inh, AHR act
9: Cc1cc(Nc2cc(F)ccc2C)n2ncnc2n1
 : 4, -3, -2, 0.9, -2, 2, -1, -5, 2
13: CC(=O)c1ccc(NC(=O)CSc2nc3[nH]ncc3c(=O)[nH]2)cc1
 : -5, -3, -4, -2.1, -2, -7, 0, 0, 1
3: COC(=O)c1ccccc1NC(=S)NC(=O)C1CC1
 : -7, 1, 1, 1.5, 0, -11, -2, 6, -2

(cont.)
19: CSc1nc(-c2ccc(Cl)cc2)nc(N)c1C#N
20: COc1ccc2[nH]c(C(=O)N/N=C/c3ccc(OC)c(O)c3)cc2c1
21: CCc1ccc(CNC(=O)c2ccc(NC(=O)C3=CSCCO3)cc2)cc1
22: Cn1c(NC(=O)Cc2cccs2)cc(=O)n(C)c1=O
23: Cn1cc([N+](=O)[O-])cc1-c1nc2ccccc2n1C
24: COC(=O)C1(CCSC)NC(c2ccccc2F)C2C(=O)N(c3ccc4c(c3)OCCO4)C(=O)C21 (stereo unspecified)

Assay by compound	19	20	21	22	23	24
proCasp3 act	1	1	10	8	5	4
Fh CTSL1 inh	-1	4	2	1	1	1
PAFAH2 FP inh	.	-8	8	0	0	3
PP5 primary	1.0	0.3	1.5	0.8	1.3	1.6
PP1 counter	-1	2	2	0	-4	-14
procasp7 counter	8	6	7	2	1	2
TPT1 inh	-4	-6	1	-1	-1	0
core dimer inh	29	-4	5	7	-5	6
AHR act	32	5	-1	14	0	4

25: Cc1ccc(/S(C)=N/S(=O)(=O)c2ccc(C)cc2)cc1 (stereo unspecified)
26: Cn1ccnc1C(=O)c1cc(SCC(=O)NC2CC2)nc2ccccc12
27: CCOc1cc(C(=O)OC(C)C(=O)Nc2ccc(S(N)(=O)=O)cc2)ccc1OCC(=O)N1CCOCC1 (stereo unspecified)
28: CCC1=NN2C(=N)/C(=C/c3ccc(OS(=O)(=O)c4ccccc4)c(OC)c3)C(=O)N=C2S1
29: CC(C)CNC(=O)C1CCN(c2ccc(S(=O)(=O)N3CCOCC3)cc2)CC1
30: CCN(CC)S(=O)(=O)c1cc(NC(=O)[C@@H](NC(N)=O)C(C)C)ccc1C

Assay by compound	25	26	27	28	29	30
proCasp3 act	-7	4	-2	4	4	7
Fh CTSL1 inh	-1	-1	4	2	-2	-6
PAFAH2 FP inh	7	-1	-5	-5	-3	-4
PP5 primary	-0.1	0.2	0.1	1.9	-0.9	1.0
PP1 counter	-1	-4	-1	3	1	-5
procasp7 counter	0	-8	5	3	4	1
TPT1 inh	-4	4	-2	2	-1	-2
core dimer inh	-2	1	-2	10	1	1
AHR act	-4	-3	2	3	1	2

31: O=C(NNC(=O)C1CC=CCC1)c1ccccc1O (stereo unspecified)
32: COC(=O)C(NC(=O)CN1C(=O)c2ccccc2C1=O)c1ccc(O)c(OC)c1 (stereo unspecified)
33: COc1ccc(/C=C/C(=O)O)cc1S(=O)(=O)N1CCC(Cc2ccccc2)CC1
34: COC(=O)CN1C(=S)N(C)C(=O)/C1=C/c1cccs1
35: COc1ccc(OCCCC(=O)Nc2nnc(C3CCCO3)s2)cc1 (stereo unspecified)
36: Cc1cc(=O)oc(C)c1C(=O)Nc1cccnc1Cl

Assay by compound	31	32	33	34	35	36
proCasp3 act	8	7	-9	10	4	8
Fh CTSL1 inh	0	17*	0	5	3	-5
PAFAH2 FP inh	23	4	4	-4	5	6
PP5 primary	-1.1	-1.5	-0.4	2.7	1.4	2.3
PP1 counter	-2	3	3	1	3	-5
procasp7 counter	1	-9	1	2	10	6
TPT1 inh	0	0	-3	3	-1	-1
core dimer inh	1	-18	15	-12	22	-1
AHR act	-2	0	1	3	5	-1

37: C=CCc1ccccc1OCC(O)CN(CC)CC (stereo unspecified)
38: CC(=O)Nc1ccc(S(=O)(=O)NCc2cccnc2)cc1
39: O=C(NCCSCc1ccco1)c1ccc(CN2CCOCC2)cc1
40: COc1ccc2oc(-c3ccc(C)c(NC(=O)c4ccc(N5CCOCC5)c([N+](=O)[O-])c4)c3)nc2c1
41: COc1cc(/C=N/NC(=O)c2ccc3nc[nH]c3c2)cc(OC)c1OC
42: Cn1c(SCC(=O)Nc2ccc3c(c2)oc2ccccc23)nnc1-c1ccccc1

Assay by compound	37	38	39	40	41	42
proCasp3 act	5	5	7	6	-7	0
Fh CTSL1 inh	0	3	-3	0	-1	1
PAFAH2 FP inh	-8	3	7	-5	.	-8
PP5 primary	1.7	0.0	4.4	1.4	-1.1	-0.5
PP1 counter	1	-2	2	4	-2	10
procasp7 counter	8	-4	10	-3	-3	8
TPT1 inh	-1	0	0	2	-2	1
core dimer inh	1	0	-2	18	-1	13
AHR act	1	-1	-2	-7	12	15

43: CCNc1nc(-c2ccc(Cl)cc2)cs1
44: CC[C@@]1(C(=O)OC)N[C@H](CN(C)C(=O)NC(C)C)[C@@H]2C(=O)N(Cc3ccccc3)C(=O)[C@@H]21
45: CCN(CC)C(=O)c1[nH]cnc1C(=O)N[C@@H](CCCCNC(=O)OC(C)(C)C)C(=O)OC(C)(C)C
46: COCCNC(=O)COc1coc(CN2CCN(Cc3ccccc3)CC2)cc1=O
47: Cc1cccc2cc(C#N)c(NCc3ccccc3)nc12
48: O=C1NC2(CCCCC2)NN1c1ccccc1

Assay by compound	43	44	45	46	47	48
proCasp3 act	12	-4	9	-6	-3	-1
Fh CTSL1 inh	7	.	-4	2	3	2
PAFAH2 FP inh	2	10	0	3	-4	2
PP5 primary	1.5	.	1.9	0.6	1.2	2.1
PP1 counter	1	.	-2	1	-2	-2
procasp7 counter	-13	4	-5	5	7	-4
TPT1 inh	-2	.	0	-5	-2	2
core dimer inh	1	.	-17	-5	7	3
AHR act	-4	-1	12	0	18	3

49: Cc1ccc(CCC(=O)Nc2nccs2)o1
50: Cc1cc(NC(=O)C2CC2)ncc1NC(=O)c1ccccn1
51: O=C(N/N=C/c1ccoc1)c1ccc(Cl)cc1Cl
52: CC(OC(=O)Cn1c(C(F)(F)F)nc2ccccc21)C(=O)N1CCCc2ccccc21 (stereo unspecified)
53: CCCCc1cn(C[C@H]2CC[C@@H]([C@@H]3CC[C@H](Cn4cc(CCCC)nn4)O3)O2)nn1
54: CCC(=O)c1ccc(OCc2ccc(C(=O)OC)cc2)cc1

Assay by compound	49	50	51	52	53	54
proCasp3 act	3	5	11	1	12	-1
Fh CTSL1 inh	-1	3	0	0	-7	-2
PAFAH2 FP inh	-1	3	9	0	-5	12
PP5 primary	1.9	-1.5	0.1	3.1	0.1	2.8
PP1 counter	-2	-4	-1	-1	2	0
procasp7 counter	-6	-9	-1	2	9	4
TPT1 inh	-4	-3	0	0	-2	0
core dimer inh	-6	-3	-3	-1	-19	9
AHR act	0	-3	0	1	3	-5

55: CCCCn1c(N)c(N(CC(C)C)C(=O)C2CC(=O)N(c3ccc4c(c3)OCCO4)C2)c(=O)[nH]c1=O (stereo unspecified)
56: O=[N+]([O-])c1ccccc1/C=N/N1CCN(c2ccccn2)CC1
57: CCCn1c(SCC(=O)c2ccc3c(c2)OCCO3)nnc1C(C)C
58: CCOC(=O)CNC(=O)Cn1cnc2c(nnn2-c2ccc(F)cc2)c1=O
59: CCOc1ccc(OCC)c(NC(=O)CN2CCN(c3cccc(C)c3)CC2)c1

Assay by compound	55	56	57	58	59
proCasp3 act	-1	8	1	-1	5
Fh CTSL1 inh	8	3	-2	5	3
PAFAH2 FP inh	-1	-2	4	-1	-5
PP5 primary	-0.3	-0.6	-0.9	-0.8	4.5
PP1 counter	-5	1	-2	-4	0
procasp7 counter	-3	12	-3	4	7
TPT1 inh	-2	0	2	-5	2
core dimer inh	2	-3	-5	-2	3
AHR act	2	-6	2	-3	1
